aSyn yeast inh = qHTS of alpha-syn Inhibitors | 370,000 tested, 0.14% active | AID 652106, 2013 | Potency, µM (titrated, usually from 46.1 µM), without a hit: at the top dose growth rescue (activation), actives largely listed as activators | Yeast expressing alpha-synuclein, growth rescue, BacTiter-Glo, 24 h; further: % of control where 0% means no effect; nearly all actives have a fitted effect of over 65% in size
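Readout is rescue of growth in alpha-synuclein-expressing yeast, so inhibitors of toxicity appear as activators. Growth after 24 hr at 30 deg C in galactose medium is quantified by luminescence.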
Abeta yeast res = qHTS for compounds that reverse cellular toxicity of Amyloid beta (A-beta) peptide in yeast: Primary Screen. yeast expressing A-beta42, growth rescue, OD600, 48 h; response scale: 0% DMSO, 100% iron-clioquinol control. Potency, µM (highest dose often 46.1 µM), inactives show at the highest dose growth rescue, hits mostly activators. 410,000 tested, 0.063% active. AID 1347071, 2019; further: nearly all actives have a fitted effect of over 55% in size
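Growth rescue measured by 600 nm absorbance after 48 h yeast culture at 30 C with compound. Values normalized between DMSO and an equimolar ferric chloride plus clioquinol control.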
FUS yeast rescue = qHTS for Suppressors of FUS Proteinopathy: Primary screen using FUS-linked yeast assay; S. cerevisiae FUS-expressing, growth rescue, OD600, 24 h; Potency, µM (titrated, usually from 76.6 µM), inactives show at the highest dose growth rescue (activation), most hits filed as activators; 390,000 tested, 0.24% active; AID 1347120, 2019;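 further: plate controls were DMSO vehicle for no effect and reference control for full effect; nearly all actives have a fitted effect of over 55% in size; some results filed as inactive show a strong effect at the top dose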
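Cultures pregrown in 2.5% raffinose medium are shifted to minimal medium containing 2% galactose to express toxic FUS. Compounds are tested at several concentrations. After 24hr at 30C, growth is quantified at 600 nm absorbance.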
Starred values were filed as active, the others as inactive; ? = inconclusive. The call rests on the fitted dose curve; in most records, active means well fitted activation curve with a large enough effect; inconclusive means small, poorly fitted or top-dose-only effect; inactive means no such curve, though single readings can be large or run the other way. Potency means the concentration at half of the fitted maximal effect. This is a subset; count on the stated rates, not on these rows.

Every second line gives: aSyn yeast inh	Abeta yeast res	FUS yeast rescue
(1) CNC(=O)c1c(NC(=O)c2ccc(S(=O)(=O)N3CCCC(C)C3)cc2)sc2c1CCC2 (stereo not drawn)
  ?	-10%	28%
(2) COc1cc(NC(=O)C(Cc2ccccc2)NS(=O)(=O)c2cccs2)cc(OC)c1 (stereo not drawn)
  -2%	-12%	2%
(3) CC(=O)c1ccc(N2CCN(C(=O)CS(=O)(=O)c3cccc4nsnc34)CC2)cc1
  -9%	-9%	14%
(4) CC1=C(C(=O)Nc2ccc(C)cc2)C(c2ccc(Cl)cc2)n2nnnc2N1 (stereo not drawn)
  -13%	-17%	-6%
(5) COc1ccc(OC)c(NC(=O)c2c(N3CCCC3=O)c3cc(OC)ccc3n2C)c1
  -19%	-17%	12%
(6) CCc1ccccc1NCc1nnc2n1CCCCC2
  5%	-1%	20%
(7) COc1ccc(NC(=O)Nc2cccc(-c3cn4cccnc4n3)c2)cc1
  -4%	-8%	-19%
(8) CCc1ccc(NC(=O)CN2CCSc3ccc(S(=O)(=O)N4CCCC4)cc32)cc1
  -1%	-5%	32%
(9) CC1CCN(S(=O)(=O)c2ccc3c(c2)N(CC(=O)NCC(C)c2ccccc2)C(=O)CO3)CC1 (stereo not drawn)
  -6%	-9%	16%
(10) CCOc1ccc(-n2c(SC(C)C(=O)OC)nc3c([nH]c4ccccc43)c2=O)cc1 (stereo not drawn)
  -4%	-10%	-14%
(11) CC(C)NC(=O)N1CCN(S(=O)(=O)c2ccc3c(ccn3C)c2)CC1
  1%	-8%	-9%
(12) Clc1ccc(-c2noc3ncnc(NCCCN4CCN(c5ccccc5)CC4)c23)cc1
  2%	-4%	-2%
(13) COc1ccc(NC(=O)C2=C(C)Nc3ncnn3C2c2sccc2C)cc1 (stereo not drawn)
  2%	-1%	-12%
(14) O=C(NC1CC(=O)N(c2ccc3c(c2)OCCO3)C1)c1c(F)cccc1Cl (stereo not drawn)
  3%	-23%	-7%
(15) O=C(CSc1nc2ccsc2c(=O)n1Cc1ccccc1Cl)NCc1ccc(Cl)cc1
  1%	-14%	-25%

Gathered by group: the entries above with nitrogen in an aromatic ring (10)
Every second line gives: aSyn yeast inh	Abeta yeast res	FUS yeast rescue
(3) CC(=O)c1ccc(N2CCN(C(=O)CS(=O)(=O)c3cccc4nsnc34)CC2)cc1
  -9%	-9%	14%
(4) CC1=C(C(=O)Nc2ccc(C)cc2)C(c2ccc(Cl)cc2)n2nnnc2N1 (stereo not drawn)
  -13%	-17%	-6%
(5) COc1ccc(OC)c(NC(=O)c2c(N3CCCC3=O)c3cc(OC)ccc3n2C)c1
  -19%	-17%	12%
(6) CCc1ccccc1NCc1nnc2n1CCCCC2
  5%	-1%	20%
(7) COc1ccc(NC(=O)Nc2cccc(-c3cn4cccnc4n3)c2)cc1
  -4%	-8%	-19%
(10) CCOc1ccc(-n2c(SC(C)C(=O)OC)nc3c([nH]c4ccccc43)c2=O)cc1 (stereo not drawn)
  -4%	-10%	-14%
(11) CC(C)NC(=O)N1CCN(S(=O)(=O)c2ccc3c(ccn3C)c2)CC1
  1%	-8%	-9%
(12) Clc1ccc(-c2noc3ncnc(NCCCN4CCN(c5ccccc5)CC4)c23)cc1
  2%	-4%	-2%
(13) COc1ccc(NC(=O)C2=C(C)Nc3ncnn3C2c2sccc2C)cc1 (stereo not drawn)
  2%	-1%	-12%
(15) O=C(CSc1nc2ccsc2c(=O)n1Cc1ccccc1Cl)NCc1ccc(Cl)cc1
  1%	-14%	-25%

From PubChem BioAssay
